High-throughput results from PubChem.
BioA inh: M. tuberculosis BioA enzyme inhibitors, primary screen, biochemical, plate reader, single point, HTS. 7,8-diaminopelargonic acid synthase BioA (Mycobacterium tuberculosis). purified M. tuberculosis BioA enzyme. inhibition, % at 9.99 µM. 360,000 compounds, 0.096% hits. AID 602481, 2012; in the data active means inhibition above about 40%
BH1578 lux ind: inducers of Vibrio cholerae quorum light production without autoinducers, primary screen, BH1578 luxS cqsA deficient, single point; 350,000 compounds, 0.16% hits; V. cholerae BH1578 lux reporter, luminescence, 6 h; activation, % at 18.7 µM; in the data active means activation mostly above about 9.7%, no sharp cut-off; further: not every result past the cut was called active; inactives centre near 0; reference of the scale not given here
TcdB GH inh: TcdB glycohydrolase inhibitors, primary screen, biochemical, single point, plate reader. Toxin B (Clostridioides difficile), P18177. inhibition, % at 9.99 µM. TcdB glycohydrolase enzymatic assay. 350,000 compounds, 0.24% hits; in the data active means inhibition above about 10%
Target sequence (P18177 whole entry, looked up): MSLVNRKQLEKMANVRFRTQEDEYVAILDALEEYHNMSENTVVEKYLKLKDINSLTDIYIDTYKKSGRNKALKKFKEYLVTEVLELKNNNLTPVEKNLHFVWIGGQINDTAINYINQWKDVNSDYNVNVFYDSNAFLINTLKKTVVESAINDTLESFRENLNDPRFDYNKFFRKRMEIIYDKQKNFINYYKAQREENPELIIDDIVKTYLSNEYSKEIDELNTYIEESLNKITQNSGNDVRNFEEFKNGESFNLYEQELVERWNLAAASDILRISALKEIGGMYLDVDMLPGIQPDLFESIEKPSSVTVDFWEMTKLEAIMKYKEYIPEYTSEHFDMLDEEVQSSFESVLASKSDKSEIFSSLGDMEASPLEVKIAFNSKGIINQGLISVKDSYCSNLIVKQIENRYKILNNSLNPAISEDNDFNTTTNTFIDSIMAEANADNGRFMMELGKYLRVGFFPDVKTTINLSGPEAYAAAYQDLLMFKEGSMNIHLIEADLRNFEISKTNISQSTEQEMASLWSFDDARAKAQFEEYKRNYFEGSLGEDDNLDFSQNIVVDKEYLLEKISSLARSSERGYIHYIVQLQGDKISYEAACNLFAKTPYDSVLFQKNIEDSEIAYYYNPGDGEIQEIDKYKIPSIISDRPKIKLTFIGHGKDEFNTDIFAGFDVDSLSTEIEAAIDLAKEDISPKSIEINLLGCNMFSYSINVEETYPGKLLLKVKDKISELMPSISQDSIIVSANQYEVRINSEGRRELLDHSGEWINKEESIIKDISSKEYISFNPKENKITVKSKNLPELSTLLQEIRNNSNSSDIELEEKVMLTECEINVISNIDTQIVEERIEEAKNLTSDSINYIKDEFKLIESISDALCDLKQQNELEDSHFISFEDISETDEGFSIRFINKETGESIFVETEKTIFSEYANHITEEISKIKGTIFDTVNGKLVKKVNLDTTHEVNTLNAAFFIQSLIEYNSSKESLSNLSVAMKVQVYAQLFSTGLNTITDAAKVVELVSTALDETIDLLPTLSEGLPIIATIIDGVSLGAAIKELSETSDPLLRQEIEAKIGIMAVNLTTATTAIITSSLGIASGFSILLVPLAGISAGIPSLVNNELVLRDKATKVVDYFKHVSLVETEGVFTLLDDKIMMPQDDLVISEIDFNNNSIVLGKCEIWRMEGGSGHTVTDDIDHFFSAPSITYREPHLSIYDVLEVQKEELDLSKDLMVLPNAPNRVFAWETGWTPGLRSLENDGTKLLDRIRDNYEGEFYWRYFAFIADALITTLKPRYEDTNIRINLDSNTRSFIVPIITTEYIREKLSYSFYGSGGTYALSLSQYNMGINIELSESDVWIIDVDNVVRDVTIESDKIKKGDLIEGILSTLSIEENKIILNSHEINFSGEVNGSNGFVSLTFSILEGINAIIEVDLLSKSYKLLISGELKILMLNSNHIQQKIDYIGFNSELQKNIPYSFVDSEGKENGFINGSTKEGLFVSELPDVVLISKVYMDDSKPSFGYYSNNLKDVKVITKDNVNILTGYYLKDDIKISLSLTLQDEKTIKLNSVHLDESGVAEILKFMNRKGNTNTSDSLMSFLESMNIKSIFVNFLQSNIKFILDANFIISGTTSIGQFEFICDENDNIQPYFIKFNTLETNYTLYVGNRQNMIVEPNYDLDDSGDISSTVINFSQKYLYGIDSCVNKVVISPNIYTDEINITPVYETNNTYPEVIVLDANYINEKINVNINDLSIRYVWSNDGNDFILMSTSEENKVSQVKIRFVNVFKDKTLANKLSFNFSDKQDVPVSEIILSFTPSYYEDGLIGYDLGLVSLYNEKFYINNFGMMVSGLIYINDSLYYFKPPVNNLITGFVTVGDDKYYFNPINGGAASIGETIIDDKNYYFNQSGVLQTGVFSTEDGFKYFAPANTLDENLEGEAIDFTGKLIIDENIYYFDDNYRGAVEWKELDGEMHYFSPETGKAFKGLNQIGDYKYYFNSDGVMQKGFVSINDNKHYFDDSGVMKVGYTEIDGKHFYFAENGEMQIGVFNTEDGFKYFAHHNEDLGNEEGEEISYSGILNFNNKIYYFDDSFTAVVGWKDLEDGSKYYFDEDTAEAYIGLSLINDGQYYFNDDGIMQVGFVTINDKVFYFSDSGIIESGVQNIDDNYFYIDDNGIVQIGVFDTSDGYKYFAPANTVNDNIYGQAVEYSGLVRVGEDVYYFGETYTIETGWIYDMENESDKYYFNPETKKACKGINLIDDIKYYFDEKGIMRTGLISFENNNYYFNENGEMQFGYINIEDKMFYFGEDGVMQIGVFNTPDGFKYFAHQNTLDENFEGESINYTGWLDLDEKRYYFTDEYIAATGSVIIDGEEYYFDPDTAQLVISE
PfHsp40 rescue: rescue of yeast from PfHsp40 toxicity, primary screen, S. cerevisiae, ATP luminescence; S. cerevisiae expressing PfHsp40, growth rescue; 340,000 compounds, 0.68% hits; growth rescue, % at 12.5 µM; in the data active means growth rescue above about 28%, passing the limit was not always enough;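 further: yeast W303a lacking pdr1 and pdr3 grown in galactose medium; growth measured after three days at 30 °C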
UGM FP inh: M. tuberculosis UGM enzyme inhibitors, primary screen, biochemical, fluorescence polarization, single point. AID 504406, 2011. purified UGM, fluorescence polarization probe displacement. UDP-galactopyranose mutase (Mycobacterium tuberculosis (strain ATCC 25618 / H37Rv)), …. 320,000 compounds, 0.06% hits. inhibition, % at 10 µM; in the data active means inhibition above about 10%, passing the limit was not always enough
FadD28 FP inh: inhibitors of FadD28 bisubstrate probe binding, primary screen, biochemical, fluorescence polarization, single point; Mycobacterium tuberculosis FadD28 fatty-acid-AMP ligase; inhibition, % at 12.5 µM; 360,000 compounds, 0.22% hits; in the data active means inhibition above about 8.5%, passing the limit was not always enough
GDH-TPI inh: GDH-TPI coupling enzyme inhibitors, primary screen, artefact control for M. tuberculosis FBA inhibitor project, biochemical, absorbance, full deck. GDH-TPI coupled enzyme counterscreen, NADH absorbance. inhibition, % at 4.8 µM. 360,000 compounds, 1.2% hits. AID 588335, 2011; in the data active means inhibition above about 30%;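 further: 0% = DMSO wells and 100% = wells lacking the enzyme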
FBA Mtb inh: Mtb FBA enzyme inhibitors, primary screen, biochemical, fluorescence, strain H37Rv | inhibition, % at 1 µM | 360,000 compounds, 2.3% hits | AID 588726, 2011 | purified M. tuberculosis FBA, fluorescence read-out | Fructose-bisphosphate aldolase (Mycobacterium tuberculosis (strain ATCC 25618 / H37Rv)), …; in the data active means inhibition above about 27%;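 further: 0% = vehicle and 100% = reference inhibitor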
Y pestis TopoI: Yersinia pestis topoisomerase I inhibitors, primary screen, biochemical, cleavage product accumulation, plate reader, single point. DNA topoisomerase I (Yersinia pestis CO92). Y. pestis Topo-I cleavage product accumulation. activity, % at 10 µM. 360,000 compounds, 0.064% hits; in the data active means activity above about 50%, passing the limit was not always enough; further: inactives centre near 2
The depositor's hits bear a star; i = inactive; / = not tested or not shown; & = joins results of further samples.

SMILES	BioA inh	BH1578 lux ind	TcdB GH inh	PfHsp40 rescue	UGM FP inh	FadD28 FP inh	GDH-TPI inh	FBA Mtb inh	Y pestis TopoI
COc1ccc(C2C(=O)N(C3CCCCC3)CC(=O)N2C2CCCCC2)cc1 (configuration not stated)	0.4	-8.0	1.4	-0.7	-0.9	-2.9	-5	-1	20
Cc1c(C(=O)OCC(=O)N2CC(=O)Nc3ccccc32)oc2ccc(Br)cc12	1.1	4.6	/	-0.1	-0.2	-5.1	-12	-9	0
O=C(CSc1nc(-c2ccccc2)cc(=O)[nH]1)Nc1ccccn1	-1.1	0.7	/	-0.8	1.6	-1.0	-4	5	4
O=C(/C=C/c1ccc(NC(=O)c2ccccc2-c2ccccc2C(=O)O)cc1)c1ccccc1	0.8	i	-2.0	0.2	3.5	-2.4	27	-2	0
CCOC(=O)c1ccc(NC(=O)CC2OCCN(CC)C2=O)cc1 (configuration not stated)	1.1	-0.3	/	53*	-0.4	-2.6	2	0	0
CC(=O)C(=Nc1ccc(Cl)cc1Cl)NNc1cccc(Cl)c1	/	-0.2	/	3.9	-0.4	0.1	31*	1	-6
CC(C)(C)c1nnc(NC(=O)c2cccs2)s1	/	-0.2	4.1	1.7	3.2	1.2	8	0	-1
Cc1ccc(-c2nc(CS(=O)CC(=O)NCc3ccc4c(c3)OCO4)c(C)o2)cc1 (configuration not stated)	1.0	-0.2	/	1.8	0.0	-4.0	-20	2	33
O=C(Nc1ccccc1N1CCCC1)C1CCN(S(=O)(=O)c2cccc(C(F)(F)F)c2)CC1	-1.2	-0.3	-0.1	0.9	-3.3	-3.7	10	0	29
COc1cccc(N(C(C)=O)c2nc(C)cc(C)c2C#N)c1	/	i	/	-0.1	0.7	-2.2	9	-1	1
Cc1cccc(-n2ncc3c(NCCCO)ncnc32)c1	1.4	-0.2	1.4	-1.8	-0.1	-1.1	-8	11	-7
CC(=O)N(C(C)=O)S(=O)(=O)c1ccc(N=NN2CCOCC2)cc1	/	0.3	-9.2	0.8	-0.2	-0.9	18	0	-8
COc1ccc(CCN(C)C(=O)c2ccc(S(=O)(=O)Nc3ccccc3F)cc2)cc1OC	5.8	i	1.1	-0.4	-2.0	0.9	10	6	10
COC(=O)C(Cc1ccccc1)NC(=O)CCNC(=O)c1ccco1 (configuration not stated)	-0.8	-0.3	1.2	-1.3	1.4	-0.1	-1	-1	-2
Cn1c2c(c(=O)n(C)c1=O)C(c1ccccc1F)C(C#N)=C(N)O2 (configuration not stated)	/	i	-0.6	0.0	0.0	-1.9	7	1	8
O=c1[nH]nc(CNc2ccc(O)cc2)c2ccccc12	-1.5	-4.8	/	0.6	-0.3	3.2	4	-1	-8
Cc1ccc(NC(=O)CSc2nnc(-c3cccnc3)n2-c2ccc(C)cc2)cc1	-3.5	i	/	0.2	2.7	-1.2	0	3	4
Cc1cccc(Nc2ccccc2C(=O)OCC(=O)N(C)C2CCS(=O)(=O)C2)c1C (configuration not stated)	-1.2	i	/	2.6	1.0	-2.8	14	2	5
CCOc1ccc(Br)cc1S(=O)(=O)Nc1cccc(S(=O)(=O)NC2=NCCC2)c1	/	i	0.4	-1.0	-1.0	0.9	-1	4	15
Cc1cccc(NCN2C(=O)c3ccncc3C2=O)n1	/	i	-0.1	-0.2	0.8	-1.4	-3	3	-1
CC(/C=C1\SC(=S)N(CCC(=O)Nc2ccc(O)cc2)C1=O)=C\c1ccccc1	-0.7	-0.2	0.4	1.3	-0.5	-4.8	0	-3	-12
C#CCNC(=O)C1=C[C@@H](C2CC2)C[C@@H](OCc2ccc(CO)cc2)O1	-0.4	-10	-5.5&-0.5	-1.7	0.2	-4.0	4	-2	-3
CN1C(=O)C(Cl)(Cl)C(=O)c2ccccc21	0.1	1.2	/	-0.8	/	-0.3	-3	13	2
Cn1c(CSc2nc3ccccc3s2)nnc1SCC(=O)NCCN1CCOCC1	-1.0	-1.6	/	-0.8	1.7	-1.5	-4	1	-14
COc1ccccc1CN(C)CC(=O)NC(=O)NC1CCCCC1	1.3	0.3	-1.5	-1.5	-0.4	-1.0	-6	1	5

Further entries.
SMILES	BioA inh	BH1578 lux ind	TcdB GH inh	PfHsp40 rescue	UGM FP inh	FadD28 FP inh	GDH-TPI inh	FBA Mtb inh	Y pestis TopoI
C/C(=N\NC(=O)CC#N)c1ccc(Oc2ccccc2)cc1	3.1	-0.3	-0.1	-0.3	0.6	-2.2	3	3	-1
COc1ccc(S(=O)(=O)N2CCN=C2SCc2cccnc2)cc1	/	-0.2	3.2	-1.0	0.7	-3.4	1	-3	-2
Cc1nc(NC(=O)/C=C/c2ccccc2)sc1C(=O)Nc1ccccc1	-13	i	/	0.0	0.5	-0.7	15	5	-7
Cn1nccc1NC(=O)CC(CC(=O)O)c1ccccc1 (configuration not stated)	/	-0.4	2.9	-0.2	-0.9	-3.4	18	-3	0
CC1CCC(C(C)C)C(OCC(O)CNC(C)C)C1 (configuration not stated)	-1.8	i	0.9	-1.0	-0.3	-2.5	2	-3	3
NC(=S)NNC(=O)COc1ccccc1O	-0.1	i	1.6	0.3	-1.7	-2.6	-9	-1	-7
CCSc1nnc(NC(=O)c2nc3nc(C)cc(C)n3n2)s1	-8.7	-0.4	6.6	0.5	1.2	-1.0	18	2	-2
CCCN1C(=O)SC(CC(=O)Nc2ccc(C)cc2)C1=O (configuration not stated)	-1.1	-0.7	/	-1.0	1.8	-1.4	-6	-1	0
CC(C)C(=O)NC(=S)Nc1ccccc1N1CCN(C(=O)c2ccccc2)CC1	-2.3	i	0.8	-1.6	-3.4	0.8	3	-2	4
CCN(CC)CCCNC(=O)c1ccc(N2CCCCC2)c(NS(=O)(=O)c2ccc(C)cc2)c1	/	-0.1	-6.4	-0.3	-2.6	-4.3	-8	3	3
Cc1cccc(S(=O)(=O)Nc2cccc(-c3cn4ccsc4n3)c2)c1	-2.2	i	/	1.4	-1.3	-7.7	1	1	12
c1csc(COc2ccccc2CNC2CCCCC2)c1	/	-0.2	/	8.8	-0.6	-1.3	1	1	5
O=C(NC1(C(F)(F)F)C(=O)Nc2c1c(=O)[nH]c(=O)n2-c1ccc(F)cc1)c1cccnc1 (configuration not stated)	1.0	2.0	/	-0.1	-1.2	-3.5	1	0	6
CC(C)Nc1nc(-c2ccncc2)nc(-c2ccc(Cl)cc2)c1C#N	/	-0.5	0.8	-1.2	-1.7	-3.9	6	0	2
C=CCNC(=O)COC(=O)c1nc2nccc(C)n2n1	-0.4	-0.3	6.2	-0.5	1.0	-0.8	0	0	2
C/C(=N\NC(=O)c1ccc(Cn2cc(Br)cn2)o1)c1cccc(NC(=O)C(C)C)c1	1.5	i	/	-1.0	-1.5	-3.1	14	0	5
Cc1ccc(CN2C(=O)N/C(=C\c3cccn3-c3cccc(C(=O)O)c3)C2=O)cc1	2.2	-0.3	-0.2	0.1	-2.1	3.8	22	-4	12
Cc1ccc(C)c(NC(=O)NNC(=O)c2cc3occc3[nH]2)c1	-1.5	-0.6	-0.3	0.5	0.3	-0.5	6	1	10
CCOc1cc2nc(-c3ccc(OC)c(OC)c3)nc(NCCCN3CCOCC3)c2cc1OC	1.2	-2.9	/	0.9	2.9	-2.7	10	5	6
CCOc1ccc(-c2ccc(NS(=O)(=O)c3cc([N+](=O)[O-])c(C)c([N+](=O)[O-])c3)cc2)nn1	-0.4	0.2	-1.1	-0.3	1.5	3.2	10	9	-9
O=C1/C(=C/c2cccs2)SC(=S)N1CC(=O)N1CCCCC1CCO (configuration not stated)	2.2	-2.0	-1.5	1.8	0.2	-0.7	11	-5	29
Cc1cc(-n2nc(C)cc2C)n2nc(C)c(-c3ccc(Cl)cc3)c2n1	-1.0	-0.2	/	0.8	-3.2	-0.4	-4	-4	-3
COc1ccc(CC(=O)Nc2ccc(C)cc2O)cc1S(=O)(=O)N1CCOCC1	0.4	i	3.1	-0.9	3.0	0.7	-4	3	4
O=C(NCc1ccccc1F)C1CC(=O)N(c2ccc3c(c2)OCCO3)C1 (configuration not stated)	0.6	i	0.5	-0.1	0.7	-2.9	10	-1	1
O=C(/C=C/c1ccc([N+](=O)[O-])s1)N1CCCC1	/	i	0.5	0.9	-1.0	-2.5	4	-4	1

Looked up above:
FBA Mtb inh, CCN(CC)CCCNC(=O)c1ccc(N2CCCCC2)c(NS(=O)(=O)c2ccc(C)cc2)c1 reads 3
FadD28 FP inh, CC(C)Nc1nc(-c2ccncc2)nc(-c2ccc(Cl)cc2)c1C#N reads -3.9
Y pestis TopoI, CCSc1nnc(NC(=O)c2nc3nc(C)cc(C)n3n2)s1 reads -2
GDH-TPI inh, O=C1/C(=C/c2cccs2)SC(=S)N1CC(=O)N1CCCCC1CCO (configuration not stated) reads 11

3 structures from above, sorted by length of the SMILES, smallest number first:
SMILES	BioA inh	BH1578 lux ind	TcdB GH inh	PfHsp40 rescue	UGM FP inh	FadD28 FP inh	GDH-TPI inh	FBA Mtb inh	Y pestis TopoI
c1csc(COc2ccccc2CNC2CCCCC2)c1	/	-0.2	/	8.8	-0.6	-1.3	1	1	5
COc1ccc(CC(=O)Nc2ccc(C)cc2O)cc1S(=O)(=O)N1CCOCC1	0.4	i	3.1	-0.9	3.0	0.7	-4	3	4
CCOc1cc2nc(-c3ccc(OC)c(OC)c3)nc(NCCCN3CCOCC3)c2cc1OC	1.2	-2.9	/	0.9	2.9	-2.7	10	5	6

More compounds
SMILES	BioA inh	BH1578 lux ind	TcdB GH inh	PfHsp40 rescue	UGM FP inh	FadD28 FP inh	GDH-TPI inh	FBA Mtb inh	Y pestis TopoI
COc1ccc(Cl)cc1C(=O)NC(=S)Nc1ccccc1N1CCOCC1	-1.1	-0.8	1.0	-0.1	-0.9	0.0	-2	1	5
Cc1cc(C)cc(N(CC(=O)N2CCc3ccccc32)S(=O)(=O)c2c(C)noc2C)c1	-1.1	-0.3	0.6	0.0	0.0	-0.6	11	2	7
CCN(CC(=O)Nc1ccc(NC(C)=O)cc1)C(=O)c1ccccc1Sc1ccccc1C#N	0.6	i	-1.2	1.8	-0.3	/	5	3	-4
O=C1CCc2cc(S(=O)(=O)NC3CCCCC3)ccc2N1	1.7	-3.7	-1.2	0.4	-2.0	-0.4	10	-1	5
COc1cccc2c(N/N=C/c3ccccc3)cc(C)nc12	1.1	i	-2.3	-0.9	-0.7	0.6	12	11	21
CCCN1CNc2c(c(=O)[nH]c(=S)n2CCc2ccc(OC)c(OC)c2)C1	4.0	-0.2	1.5	1.2	-1.3	-2.2	2	1	6
CC(OC(=O)c1ccc2ccccc2c1)C(=O)N(C)Cc1ccccc1 (configuration not stated)	1.9	i	1.7	2.6	-0.6	-1.2	19	9	20
Cc1ccc2c(c1)C(c1ccc([N+](=O)[O-])cc1)=NNC(c1ccc(Br)cc1)=N2	-4.9	i	/	-0.3	0.5	-0.3	12	4	-5
CCN(c1ccccc1)S(=O)(=O)c1cccc(C(=O)O)c1	-1.3	-1.8	0.0	-1.6	-0.1	-2.5	12	0	0
Cc1ccccc1NS(=O)(=O)c1ccc(S(=O)(=O)N2CCCC2)cc1	-0.9	i	-0.4	/	/	-1.1	8	5	4
CCOC(=O)N(C)c1c(CC)nc2c(OCCC3CCCCC3)cccn12	0.9	i	3.0	/	/	-6.8	-6	3	36
COc1cccc(Nc2nnc(SCc3nc4ccccc4s3)s2)c1	-0.3	1.8	0.4	-1.3	0.8	0.4	-11	1	-1
COc1cc(OC)cc(C(=O)NCCSCc2ccc(Cl)cc2)c1	-0.5	-0.4	0.5	-0.8	1.5	-18	6	0	26
CC1CCCCN1C(=O)CSc1nnc(-c2cccnc2)o1 (configuration not stated)	2.0	-0.3	-0.6	-1.0	-2.0	0.4	-1	1	5
CCC1(c2ccccc2)NC(=O)N(CC(=O)Nc2ccc3c(c2)CCC3)C1=O (configuration not stated)	0.6	i	0.2	/	/	-1.2	4	3	9
COc1ccc(/C=C2/SC(=S)N(Cc3ccccc3)C2=O)cc1O	-0.5	-0.2	6.5	-0.2	1.7	-2.0	7	-8	4
